# PTPN22 act: LYP (human) phosphatase activation. Q9Y2R2. recombinant LYP, DiFMUP fluorescence; 0 = plate median, 100 = signal doubled. activation, % at 2 µM. 0.11% of 96,000 active;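 active means activation at 2 µM above a set limit, the mean plus 5 SD, cut at about 37% in these data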
# Target sequence (Q9Y2R2 whole entry, looked up): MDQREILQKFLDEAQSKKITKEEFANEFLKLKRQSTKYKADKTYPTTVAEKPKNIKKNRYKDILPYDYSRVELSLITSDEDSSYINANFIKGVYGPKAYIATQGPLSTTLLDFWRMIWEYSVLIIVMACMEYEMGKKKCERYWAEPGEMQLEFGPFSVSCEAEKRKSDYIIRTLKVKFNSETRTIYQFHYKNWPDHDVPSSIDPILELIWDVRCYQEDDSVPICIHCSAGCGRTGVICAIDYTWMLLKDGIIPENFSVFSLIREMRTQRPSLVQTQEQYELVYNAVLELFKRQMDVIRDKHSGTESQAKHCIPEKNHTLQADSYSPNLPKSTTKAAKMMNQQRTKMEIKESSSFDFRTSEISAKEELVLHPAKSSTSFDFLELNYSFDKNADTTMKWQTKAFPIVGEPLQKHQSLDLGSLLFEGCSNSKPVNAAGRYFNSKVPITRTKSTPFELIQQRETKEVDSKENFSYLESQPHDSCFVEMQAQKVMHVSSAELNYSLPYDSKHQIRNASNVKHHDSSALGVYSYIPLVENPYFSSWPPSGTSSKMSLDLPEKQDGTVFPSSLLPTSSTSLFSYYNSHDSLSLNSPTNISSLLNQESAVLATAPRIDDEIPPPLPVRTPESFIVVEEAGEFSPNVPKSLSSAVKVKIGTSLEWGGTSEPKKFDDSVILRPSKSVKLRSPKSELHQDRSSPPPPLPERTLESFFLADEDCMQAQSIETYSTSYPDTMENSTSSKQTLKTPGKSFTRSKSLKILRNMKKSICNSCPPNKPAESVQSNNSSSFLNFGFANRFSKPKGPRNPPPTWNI
# FAK inh: blocks human focal adhesion kinase activity | biochemical FAK kinase activity assay | 0.84% of 97,000 active | inhibition, %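 (tested at 7 µM)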; in the data active means inhibition above about 19%;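 further: 0% = DMSO and 100% = reference compound high control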
# HIV Rev-RRE inh: HIV Rev-RRE protein-RNA interaction inhibition; Rev peptide-RRE RNA binding, FRET; P05866; inhibition, % at 8 µM; 0.79% of 97,000 active;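 active means inhibition above the screen-wide mean plus 3 SD, cut at about 35% in these data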;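 further: 0% = median DMSO wells and 100% = median Neomycin B control wells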
# Target sequence (P05866 whole entry, looked up): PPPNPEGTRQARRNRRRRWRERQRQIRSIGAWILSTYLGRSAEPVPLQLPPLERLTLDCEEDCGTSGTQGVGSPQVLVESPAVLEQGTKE
#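 Material: labelled RRE RNA duplex and labelled Rev peptide / Buffer or medium: HEPES pH 7.5 salt buffer with EDTA / Compound dosing: single point, 8 µM final nominal compound concentration / Benchmarks: DMSO low control, neomycin B high control / Timing: 5 min preincubation and 15 min binding, 25 °C / Technique: FRET fluorescence readout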
# PLK1 kinase inh: inhibitors of human PLK1 kinase; inhibition, % at 10 µM; recombinant PLK1 kinase, TR-FRET peptide phosphorylation; 0.53% of 97,000 active; AID 619; P53350;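 active means inhibition of 50% or more in the single-concentration screen; inactive means inhibition below 50%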;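 further: 0% = DMSO max control and 100% = H-89 dihydrochloride min control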
# EphB4 ephrin blk: blocks human EphB4 binding to ephrin-B2; EphB4 LBD / TNYL-RAW-Alexa532 peptide, fluorescence polarization; 0.15% of 97,000 active; inhibition, % at 7 µM; P54760; AID 720;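 active means inhibition above the screen-wide mean inhibition plus 3 SD, cut at about 15% in these data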;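 further: 0% = DMSO wells and 100% = excess unlabeled TNYL-RAW peptide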
# LYP inh 2: blocks human PTPN22 phosphatase activity. inhibition, % at 2 µM. Q9Y2R2. 0.21% of 96,000 active. AID 640. recombinant LYP catalytic domain, DiFMUP fluorescence;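 active means inhibition at 2 µM at or above a set limit, the screen mean plus 3 SD, cut at about 24% in these data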;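 further: 0% = DMSO with enzyme and 100% = enzyme fully blocked by orthovanadate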
# PTK2B oligo ant: antagonists of human Pyk2 oligomerization; 0.83% of 99,000 active; z-score (the deposit names both 25 µM and 10 µM); AID 1347419; Q14289; Q293 cells, Pyk2 FERM NanoBiT luminescence; stronger effect = lower value;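 active means Z-score of -3 or lower, scaled per plate to the spread of control and sample wells; inactive means z-score above -3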;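 further: negative z-score means lost luminescence so less FERM oligomerization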
# cytoskel mod: modifiers of cytoskeleton assembly | HUVEC TNFa F-actin phalloidin imaging, high content | inhibition, % at 2 µM | 0.18% of 91,000 active;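 active means inhibition above the batch mean plus 3 SD and confirmed as a hit by visual image inspection, cut at about 30% in these data, passing the limit was not always enough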; further: strong numbers were not always called active
# PLK1 PBD inh: inhibitors of human Plk1 polo box domain binding; Plk1 PBD phosphopeptide binding, fluorescence polarization; AID 693; inhibition, %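 (tested at about 20 µM)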; P53350; 0.13% of 97,000 active; in the data active means inhibition above about 34%, passing the limit was not always enough
# * hit, by the source's call; nt = no result given.
SMILES,PTPN22 act,FAK inh,HIV Rev-RRE inh,PLK1 kinase inh,EphB4 ephrin blk,LYP inh 2,PTK2B oligo ant,cytoskel mod,PLK1 PBD inh
COC(=O)c1cc(NC(=O)C2COc3ccccc3O2)ccc1Cl (stereo not given),-16,1,3,0,-2,15,0.43,0,12
COc1cccc(N2CCN(CC(=O)C34CC5CC(CC(C5)C3)C4)CC2)c1,-8,0,3,-4,3,4,-0.09,nt,-6
C=CCC1c2cccc(C(=O)O)c2C(=O)N1c1cccc(C)c1 (stereo not given),-5,2,4,-9,-5,4,1.1,-5,3
COc1ccc(CC(=O)Nc2nncs2)cc1OC,-4,-4,2,-6,-1,5,1.1,nt,-26
N#CCCCSc1nnnn1-c1cccc(Cl)c1,6,-1,6,-8,2,-10,-0.02,3,-11
Cc1ccc(/C=c2\sc3nc(-c4ccco4)nn3c2=O)o1,-5,17,-9,-3,-5,3,-0.99,-8,4
CC1CN(C(=O)c2ccccc2)OC(c2ccc3c(c2)OCO3)O1 (stereo not given),4,-1,0,-6,-1,-6,-0.33,-16,-20
CN(C(=O)Cc1ccccc1)n1cnnc1,4,-4,6,0,2,-8,-0.11,6,8
Cc1ccccc1OCc1nc(-c2ccc(NC(=O)c3ccco3)cc2)no1,-8,1,3,-10,1,5,-0.04,0,-2
CCN(CC)S(=O)(=O)c1ccc(S(=O)(=O)N(CC(=O)Nc2ccccc2)CC2CCCO2)cc1 (stereo not given),-3,-1,3,-1,6,4,-0.11,-19,17
COc1ccc(-c2ccc(Nc3ccc(S(=O)(=O)N4CCCC4)cc3)nn2)cc1OC,3,0,5,-9,-6,0,-3.5*,22,15
CCOC(=O)c1ccccc1OCc1cc(/C=N/n2cncn2)ccc1OC,1,1,4,1,-8,-3,-0.87,4,12
COCCn1c(-c2ccco2)csc1=Nc1cccnc1,4,1,6,1,-2,-4,-0.6,-17,-6
CC[n+]1c(C)sc2c(C)cc(C)cc21,-12,1,0,-8,-5,16,-0.05,30,3
COC(=O)c1cc2sccc2n1CC(=O)N1CCCc2ccccc21,4,-5,0,1,-11,-3,0.66,3,-6
CCCCN(CC)C(=O)CSc1cc(=O)n(C)c2ccccc12,-4,-4,2,-12,9,6,-0.29,20,1
Cc1cccc(OCCNC(=O)c2ccc(Oc3ccc(C(F)(F)F)cc3[N+](=O)[O-])cc2)c1,-4,2,4,-6,-3,8,1.6,22,-6
O=C(Cc1cccc2ccccc12)Nc1ccccc1C(=O)O,9,-1,4,-5,-7,-6,-1.1,8,9
COc1ccc(S(=O)(=O)O/N=C2\CCCc3ccccc32)cc1,14,-1,1,-7,-2,-13,0.32,-12,-9
Cc1ccc(NNS(=O)(=O)c2ccc(C)cc2)cc1,-5,-3,2,-8,-5,8,1.3,8,-11
O=C(NCCO)c1nc2ccccc2s1,-12,0,0,-9,-5,8,0.85,11,14
Cc1ccc(/C=C(\C#N)c2nc3ccccc3[nH]2)s1,9,4,7,-8,-13,-3,-2.8,1,-25
O=C(N/N=C\c1ccc(COc2ccc([N+](=O)[O-])cc2)o1)c1cccc(Cl)c1,-3,1,11,48,6,0,-0.42,0,-4
CCn1c2ccccc2c2nn(C)c(=N)nc21,10,-3,4,4,-3,-10,1.4,-15,12
CCN(CC)CCCN1C(=O)C(O)=C(C(=O)c2cc3cccc(OC)c3o2)C1c1ccncc1 (stereo not given),1,1,-2,1,-3,-2,0.18,34,23

# Following part:
SMILES,PTPN22 act,FAK inh,HIV Rev-RRE inh,PLK1 kinase inh,EphB4 ephrin blk,LYP inh 2,PTK2B oligo ant,cytoskel mod,PLK1 PBD inh
COc1ccc(C(C)=O)cc1CN1C(=O)NC2(CCCCC2C)C1=O (stereo not given),1,-2,6,-3,3,3,-0.45,-10,4
O=C(CCC(=O)OCC(F)(F)C(F)F)NCc1ccccc1,-9,5,8,-9,6,9,0.94,nt,-4
CCCN(CCC)CCCNC(=O)c1cc2c(=O)n(C)c3ccccc3c2n1C,-2,11,11,-14,4,-1,nt,-12,6
c1coc(CN(Cc2ccco2)c2ncnc3c2oc2ccccc23)c1,-6,3,8,-2,2,6,-2,4,2
CC(C)(C)c1ccc(S(=O)(=O)NC(Cc2ccccc2)C(=O)O)cc1 (stereo not given),2,-7,4,-7,1,0,0.38,-10,-44
COc1ccc(Cl)cc1N1C(=O)C2CCCN2C1c1ccc(F)c(F)c1 (stereo not given),-9,-6,3,-3,2,8,nt,6,-17
CNC(=O)c1nnc(Cc2ccc(F)cc2)o1,-1,nt,nt,-3,nt,0,nt,10,-19
c1ccc(N2CCN(c3nc4cc5c(cc4s3)OCO5)CC2)cc1,11,-2,-2,-8,0,-10,0.65,-3,-3
CC(=O)Nc1ccc2c(c1)n(C)c(=O)n2C,-12,0,3,-11,-9,12,0.14,-1,33
COc1ccccc1NC(=O)C1C2C=CC(O2)C1C(=O)O (stereo not given),-1,5,8,3,4,-1,nt,-13,-3
COc1ccc(-c2nc3oc4cc(OC)ccc4c(=O)c3c(=O)n2Cc2ccco2)cc1,-7,-5,7,-4,-7,6,-2.7,-11,13
O=C(NCC(c1cccnc1)N1CCN(c2ccccc2F)CC1)c1ccco1 (stereo not given),12,-3,9,-9,3,-13,nt,-15,-22
Cc1ccc(S(=O)(=O)/N=C(\N)Nc2nc(C)c3ccc(C)cc3n2)cc1,-6,-4,5,-1,-6,12,-1.1,-2,-3
CCOc1ccc(-c2c[n+](=O)c3c(n2[O-])CCCC3)c(OCC)c1,13,-1,3,-10,-4,-10,-0.12,-46,16
CCCCCN=Cc1c(C)[nH]n(-c2nc3ccccc3s2)c1=O,-1,3,10,-13,-2,0,-0.25,-6,-20
CC(Cc1ccccc1)NC(=O)C1(c2ccccc2)CCOCC1 (stereo not given),-2,0,-1,-8,0,-2,0.37,nt,5
CCOC(=O)c1c(Nc2ccccc2)sc(/C=C2\C=Nc3ccccc32)c1O,-5,0,11,-17,4,4,-1.9,-6,-16
O=C(C1CCCN1S(=O)(=O)c1cccc2cccnc12)N1CCN(c2ccccc2)CC1 (stereo not given),4,3,2,-10,1,-5,nt,8,-27
Cc1cccc(NC(=O)CCSc2nncn2C)c1,5,-4,4,-11,-1,-13,1.6,-14,-20
O=C(CN1C(=O)c2ccccc2C1=O)Nc1ccc2c(c1)OCO2,4,-1,3,-12,3,-3,0.09,1,-5
Cc1ccc(S(=O)(=O)N(CC(=O)O)Cc2ccccc2)cc1,-7,3,2,-8,-10,5,0.9,31,10
Cc1ccc(OCC(=O)c2ccc3c(c2)CCCC3)cc1C,1,-3,9,-3,0,4,0.24,-8,3
CCOC(=O)COc1nc(C)c(Br)c(OC)n1,-12,0,-2,-2,1,12,-0.19,nt,14
COCCCNC(=O)c1ccccc1NS(=O)(=O)c1ccc(C)cc1,-1,-1,-3,-13,0,5,0.13,nt,-14
CCO/N=C(/C)c1c(O)c(C)c(-c2ccccc2)n(-c2ccccc2)c1=O,-6,1,3,-11,-2,6,1.2,6,0

# Other compounds follow:
SMILES,PTPN22 act,FAK inh,HIV Rev-RRE inh,PLK1 kinase inh,EphB4 ephrin blk,LYP inh 2,PTK2B oligo ant,cytoskel mod,PLK1 PBD inh
O=C1C(C=NCCCN2CCCC2=O)=C(O)c2ccccc21,-8,-5,5,-1,7,7,-0.43,5,11
COC(=O)C(C)Sc1n[nH]c(=S)s1 (stereo not given),-9,2,9,-5,0,11,-0.26,17,5
O=C1NC(c2ccc3c(c2)OCO3)Nc2ccccc21 (stereo not given),0,8,5,-7,6,-2,-0.22,10,1
Cc1cc(C(C)(C)C)oc1C(=O)N(CC(=O)NC1CCCC1)Cc1ccccc1Cl,-6,-2,-1,-5,-6,9,-1.3,-16,6
CCCN(c1ccc(OCC)cc1)S(=O)(=O)c1ccc2c(c1)CCN2C(=O)CCC(=O)O,-10,-1,0,-6,0,8,-0.32,-5,17
CCOC(=O)C1CCCN(Cc2sccc2C)C1 (stereo not given),-15,-2,2,-3,2,15,1.6,nt,-8
O=C(CCC(NC(=O)OCc1ccccc1)C(=O)OCC(=O)N1CCCCC1)OCC(=O)N1CCCCC1 (stereo not given),-6,-1,10,-4,3,5,0.6,-19,-32
COc1ccc(N(CC(=O)Nc2cccc(SC)c2)S(C)(=O)=O)cc1Cl,-10,2,7,-6,3,8,-1.9,-24,8
O=C(OCc1ccccc1F)c1ccc2c(c1)OCCO2,5,3,24,-17,1,-9,-1.6,1,11
COc1ccc(S(=O)(=O)N/N=C(/C)c2cccc(NC(=O)c3ccccc3Cl)c2)cc1,-4,1,5,-8,0,8,-0.12,-13,7
Cc1cc(C(=O)N2CCN(c3ncccn3)CC2)cs1,5,-1,4,-10,-1,-4,0.17,10,-16
Cc1cccc(C2=N/C(=C\c3cccnc3)C(=O)O2)c1,23,-2,8,-11,-3,-25,-0.2,-24,-3
CCCCn1c(SCC(=O)Nc2nccs2)nc2ccccc2c1=O,2,-3,2,0,-10,-1,0,16,26
O=C(CSc1nnc(CNc2ccc(F)cc2)n1Cc1ccco1)NC1CC1,5,-3,1,-6,-4,-8,-0.13,-10,-12
Cc1ccc2c(c1)NC(=O)C(CC(=O)NCc1ccc(F)cc1)O2 (stereo not given),1,2,0,-12,-1,-3,nt,-11,-10

# Some of the entries so far, as tab-separated lines.
Structure	PTPN22 act	FAK inh	HIV Rev-RRE inh	PLK1 kinase inh	EphB4 ephrin blk	LYP inh 2	PTK2B oligo ant	cytoskel mod	PLK1 PBD inh
O=C1NC(c2ccc3c(c2)OCO3)Nc2ccccc21 (stereo not given)	0	8	5	-7	6	-2	-0.22	10	1
Cc1cc(C(C)(C)C)oc1C(=O)N(CC(=O)NC1CCCC1)Cc1ccccc1Cl	-6	-2	-1	-5	-6	9	-1.3	-16	6
CCCN(c1ccc(OCC)cc1)S(=O)(=O)c1ccc2c(c1)CCN2C(=O)CCC(=O)O	-10	-1	0	-6	0	8	-0.32	-5	17
CCOC(=O)C1CCCN(Cc2sccc2C)C1 (stereo not given)	-15	-2	2	-3	2	15	1.6	nt	-8
O=C(CCC(NC(=O)OCc1ccccc1)C(=O)OCC(=O)N1CCCCC1)OCC(=O)N1CCCCC1 (stereo not given)	-6	-1	10	-4	3	5	0.6	-19	-32
COc1ccc(N(CC(=O)Nc2cccc(SC)c2)S(C)(=O)=O)cc1Cl	-10	2	7	-6	3	8	-1.9	-24	8
O=C(OCc1ccccc1F)c1ccc2c(c1)OCCO2	5	3	24	-17	1	-9	-1.6	1	11
COc1ccc(S(=O)(=O)N/N=C(/C)c2cccc(NC(=O)c3ccccc3Cl)c2)cc1	-4	1	5	-8	0	8	-0.12	-13	7
Cc1cc(C(=O)N2CCN(c3ncccn3)CC2)cs1	5	-1	4	-10	-1	-4	0.17	10	-16
Cc1cccc(C2=N/C(=C\c3cccnc3)C(=O)O2)c1	23	-2	8	-11	-3	-25	-0.2	-24	-3
CCCCn1c(SCC(=O)Nc2nccs2)nc2ccccc2c1=O	2	-3	2	0	-10	-1	0	16	26
O=C(CSc1nnc(CNc2ccc(F)cc2)n1Cc1ccco1)NC1CC1	5	-3	1	-6	-4	-8	-0.13	-10	-12
Cc1ccc2c(c1)NC(=O)C(CC(=O)NCc1ccc(F)cc1)O2 (stereo not given)	1	2	0	-12	-1	-3	nt	-11	-10
